Screens from PubChem BioAssay.
S1P3 antag: S1P3 (human) receptor antagonism. 0.27% of 170,000 active. Q99500. CHO S1P3 NFAT-BLA reporter, FRET fluorescence, antagonist mode. inhibition, % at 4.98 µM;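 active means inhibition above the plate cutoff, the mean inhibition of test wells on that plate plus 3 SD, cut at about 28% in these data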;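 further: cells challenged with S1P at its EC80 of 0.8 µM; blue over green emission ratio from cleaved BLA substrate after 4 h stimulation; 0% = S1P-stimulated wells and 100% = unstimulated DMSO-only wells; some compounds past the cut are filed as inactive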
Target sequence (Q99500 whole entry, looked up): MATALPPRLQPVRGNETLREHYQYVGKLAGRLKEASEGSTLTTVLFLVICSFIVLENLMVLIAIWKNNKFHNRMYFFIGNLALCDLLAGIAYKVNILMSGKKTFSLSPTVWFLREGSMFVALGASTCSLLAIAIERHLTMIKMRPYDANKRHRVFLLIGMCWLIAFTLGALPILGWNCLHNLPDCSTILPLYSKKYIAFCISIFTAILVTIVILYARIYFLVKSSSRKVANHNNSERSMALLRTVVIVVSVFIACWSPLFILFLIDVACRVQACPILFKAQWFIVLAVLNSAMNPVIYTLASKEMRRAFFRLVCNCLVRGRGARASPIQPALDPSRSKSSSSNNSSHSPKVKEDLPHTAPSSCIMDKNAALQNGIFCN
PMI activator: phosphomannose isomerase (human) activation; P34949; purified human PMI, coupled resazurin fluorescence, 20 min; hits give high values; 1 = vehicle control, 0 substrate-free wells; activation factor at 20 µM; 0.005% of 190,000 active; AID 1214;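 active means activation factor of 2 or more at 20 µM, relative to plate controls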
Efa HMGR inh: E. faecalis class II HMG-CoA reductase inhibition; 0.41% of 190,000 active; inhibition, % at 10 µM; purified E. faecalis HMGR, NADPH absorbance 340 nm kinetic; AID 1066;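 active means inhibition above a set limit, the median over all tested compounds plus 3 SD, cut at about 9.5% in these data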;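 further: enzyme runs in reverse so mevalonate oxidation gives rising NADPH absorbance; 0% = complete reaction with DMSO and 100% = background rate lacking mevalonate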
PMI act satM6P: PMI (human) activation, high substrate. AID 1216. activation factor at 20 µM. P34949. coupled PMI enzyme assay, resazurin fluorescence, 20 min; hits give high values; 1 = untreated enzyme, 0 = substrate-free blank. 0.34% of 190,000 active;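 active means activation factor of 2 or more at 20 µM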
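test system = human PMI in coupled enzyme assay | medium = HEPES-buffered pH 7.4 with magnesium and detergent | also added = 1.0 mM mannose-6-phosphate substrate with 0.22 mM NADP+ | compound = 20 µM single dose | times = 20 min incubation at room temperature | measured by = resorufin fluorescence (Ex 544/Em 590 nm) from resazurin via diaphorase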
TNAP inh hiacc: TNAP (human) inhibition, high acceptor; 0.03% of 200,000 active; P05186; purified TNAP, CDP-star luminescence, 1 M DEA; inhibition, % at 20 µM;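 active means over 50% inhibition of tissue-nonspecific alkaline phosphatase at 20 µM in the single-dose screen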;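 further: plate controls were DMSO wells for no effect and EDTA-quenched wells as full inhibition for full effect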
Target sequence (P05186 whole entry, looked up): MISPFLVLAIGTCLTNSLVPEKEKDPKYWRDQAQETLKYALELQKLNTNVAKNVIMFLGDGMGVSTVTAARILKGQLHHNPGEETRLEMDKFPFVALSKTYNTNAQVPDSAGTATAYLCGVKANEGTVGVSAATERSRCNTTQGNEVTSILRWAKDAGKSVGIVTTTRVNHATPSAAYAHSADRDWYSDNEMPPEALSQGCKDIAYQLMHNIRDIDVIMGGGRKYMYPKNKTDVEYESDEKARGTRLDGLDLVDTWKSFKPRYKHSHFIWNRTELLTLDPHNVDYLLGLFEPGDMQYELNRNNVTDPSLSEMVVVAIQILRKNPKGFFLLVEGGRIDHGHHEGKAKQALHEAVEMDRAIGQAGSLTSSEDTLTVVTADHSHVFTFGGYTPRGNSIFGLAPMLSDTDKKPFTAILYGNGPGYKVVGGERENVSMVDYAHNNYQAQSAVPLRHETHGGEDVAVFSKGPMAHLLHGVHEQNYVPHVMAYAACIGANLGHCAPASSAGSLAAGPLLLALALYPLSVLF
Lmaj promast: inhibitors of Leishmania major promastigote growth. Leishmania major promastigotes, resazurin fluorescence viability. inhibition, % at 10 µM. 9% of 200,000 active. AID 1063; in the data active means inhibition above about 50%;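 further: promastigotes grown with compound for 44 hours at 28 °C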
RAM network inh: yeast RAM network inhibition; S. cerevisiae dse1pr::URA3 reporter, 5-FOA growth OD615, 2 d; analog-sensitive cbk1-as2 kinase mutant strain; inhibition, % at 50 µM; 1.8% of 190,000 active; AID 868;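 active means inhibition above a set limit, 3 SD over mean compound inhibition, cut at about 8.4% in these data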;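 further: 0% = DMSO-only wells with no growth and 100% = 10 µM 1-NA-PP1 full growth; inhibition rescues growth on 5-FOA so higher OD means more RAM inhibition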
Hsp70 activator: Hsp70 transcriptional activation, primary screen; HeLa Hsp70 promoter luciferase reporter, luminescence; scaled: vehicle 0, proteasome-inhibitor control 100%; activation, % at 10 µM; 0.04% of 200,000 active; AID 1203;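 active means activation above the mean across all tested compounds plus 3 SD, cutoff set per campaign, cut at about 5.5% in these data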;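 further: 100% = MG132 at 30 µM as the positive control and 0% = DMSO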
DTT redox prof: compounds producing H2O2 with reducing agent – biochemical, NIH compound library profiling, artefact control for MLSCN library redox annotation, primary screen; DTT-dependent redox cycling H2O2, phenol red/HRP absorbance; 100% = 100 µM peroxide control, 0% = buffer; activation, % at 10 µM; 0.03% of 200,000 active; AID 878;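 active means activation of at least 50% relative to the plate's high and low controls in the primary single-dose screen; inactive means activation below 50%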;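 further: compound incubated with DTT at 0.8 mM final as the reducing agent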
TNAP inh noacc: TNAP (human) inhibition, acceptor-free conditions; P05186; purified TNAP, CDP-star luminescence, 30 min; inhibition, % at 20 µM; 0.26% of 200,000 active;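 active means tissue-nonspecific alkaline phosphatase inhibition above about 50% at 20 µM in the single-dose screen, limit read from the data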;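 further: 0% = DMSO negative control and 100% = EDTA positive control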
The depositor's hits bear a star; . = no result given.

SMILES	S1P3 antag	PMI activator	Efa HMGR inh	PMI act satM6P	TNAP inh hiacc	Lmaj promast	RAM network inh	Hsp70 activator	DTT redox prof	TNAP inh noacc
COc1ccc(OCCNS(=O)(=O)c2ccc3oc4ccccc4c3c2)cc1	.	1	4	1	-8	-4	4.0	-0.4	1.8	-39
O=C(Cc1c[nH]c2ccccc12)NCc1ccc(Cl)cc1	-1	1	0	1	2	43	0.6	-0.2	0.5	-2
CCOCCCNC(=O)C(c1ccc(C)cc1)N(Cc1ccc2c(c1)OCO2)C(=O)c1ccccn1 (centres undefined)	5	1.1	-3	1	-4	-1	-0.1	-0.2	-0.5	-6
CC(C)C[C@H](NC(=O)c1nc[nH]c1C(=O)NCc1ccccc1)C(=O)OC(C)(C)C	-26	0.7	0	0.7	-3	3	7.6	-0.1	0.0	-2
Cc1cc(NC(=O)CSc2nc3ccccc3s2)no1	.	0.9	1	0.9	0	-6	1.9	0.0	0.1	-5
CCOC(=O)C1=C(CC)Nc2ccccc2N=C1NC(=O)c1cc(S(=O)(=O)N(C)C)ccc1Cl	.	1	-4	1	-14	7	13*	-0.4	0.2	-13
Cc1cc(C)nc(SCc2nnc(SCC(=O)Nc3ncc(C)s3)n2Cc2ccco2)n1	-13	1	-3	1	-1	-6	0.5	0.3	2.2	-6
O=C1C2CC=CCC2C(=O)N1Cc1nnc(-c2ccc(Cl)cc2)o1 (centres undefined)	-21	1	3	0.9	-4	-8	1.5	-0.1	-3.1	-12
O=C(CN1CCN(Cc2ccc(Cl)cc2)C1=O)NCCCN1CCN(c2ccc(F)cc2)CC1	.	1	1	1	-6	3	0.3	-0.2	0.0	-12
CCOC(=O)c1c(C)[nH]c(C(=O)COC(=O)c2ccc(N3CCCC3=O)cc2)c1C	29	1.1	-5	1	-1	-6	1.7	0.2	1.2	-9
COc1ccc(C(=O)NNC(=S)Nc2ccccc2)cc1	3	1.1	-1	1	-4	-1	0.0	-0.1	-1.7	-135
Cc1ccc(-c2nnn(CC(=O)N(C)C3CCCCC3)n2)o1	-9	0.9	5	0.9	-5	-9	-0.2	0.1	0.0	-7
CC1=CC(C)(C)N=C(NC#N)N1	-5	1	-5	1	-6	-7	2.2	-0.3	0.3	-16
Oc1cccc2ccc(Nc3ccccn3)nc12	34	0.5	-11	0.5	1	100*	1.1	0.0	0.7	-16
CCN(CC)S(=O)(=O)c1cccc2cc(C(=O)O)c(O)cc12	-24	1	0	0.9	-13	-11	-0.2	0.3	1.8	-20
CN(c1ccc(OCC(=O)OCC(=O)Nc2cccc([N+](=O)[O-])c2)cc1)S(=O)(=O)c1ccc(F)cc1	-10	1	-2	0.9	-4	-6	5.0	-0.4	-0.1	-9
O=C1CC(c2cccc([N+](=O)[O-])c2)c2cc3c(cc2N1)CCC3 (centres undefined)	-16	0.8	3	0.9	-2	4	-0.8	-0.1	-0.6	-8
COc1ccccc1-n1c(SCC(=O)NC2CCCC2)nc2cccnc21	17	1	-1	0.9	-8	1	-0.2	-0.3	-0.4	-14
Cc1cc2ccccc2n1CCNC(=O)c1ccc(S(=O)(=O)N2CCCCC2)cc1	.	1	-4	1.1	-6	-4	1.8	-0.3	-1.0	15
CC(C)CNC(CC(=O)Nc1cccc([N+](=O)[O-])c1)C(=O)O (centres undefined)	-6	0.8	-1	0.9	3	29	0.8	-0.1	0.1	-10
CC(C)C(=O)Nc1cccc(NC(=O)c2cc3ccccc3o2)c1	-22	0.9	-5	1	-4	3	4.4	0.6	0.6	-13
COc1ccc(CNC(=S)Nc2ccccc2C)cc1	.	1	1	1	-3	49	-0.9	-0.4	-0.1	-5
O=C1C2CC=C(Cl)CC2C(=O)N1CN(Cc1ccco1)CN1C(=O)C2CC=C(Cl)CC2C1=O (centres undefined)	16	1	-3	0.9	-4	-5	5.7	0.3	-0.2	-3
O=C(Nc1ccc(S(=O)(=O)NCCc2ccccc2)cc1)c1ccc(Br)o1	-6	0.8	-3	0.9	-2	3	5.3	-0.6	0.0	-6
Cc1nc2sc(-c3ccccc3)cc2c(=O)n1/N=C/N(C)C	10	1	0	1	1	-4	0.1	0.3	3.5	-9
C/C(=C\C(=O)c1ccc(Br)cc1)NCc1ccc2c(c1)OCO2	.	1	7	0.7	0	-6	1.1	0.5	1.7	-7
CCOc1ccc(NC(=O)CSc2nnc(-c3ccccc3Cl)n2Cc2ccco2)cc1	1	1	-4	1	-8	31	15*	-0.2	3.7	-15
CCc1nnc(NC(=O)c2ccc(-c3cc(C(F)(F)F)ccc3Cl)o2)s1	.	1.1	-5	1.1	-4	-7	1.3	-0.2	-3.8	-14
COc1ccccc1NS(=O)(=O)c1ccc(O)c(C(N)=O)c1	-1	0.9	-1	0.9	0	-6	1.2	-0.6	0.0	-5
Cn1c(=O)c2c(nc(SCC(=O)Nc3ccccc3N3CCCCC3)n2C)n(C)c1=O	16	0.9	-4	1	-2	31	0.8	-0.3	-1.1	-8

Structural class: the entries above with an NH in an aromatic ring.
SMILES	S1P3 antag	PMI activator	Efa HMGR inh	PMI act satM6P	TNAP inh hiacc	Lmaj promast	RAM network inh	Hsp70 activator	DTT redox prof	TNAP inh noacc
O=C(Cc1c[nH]c2ccccc12)NCc1ccc(Cl)cc1	-1	1	0	1	2	43	0.6	-0.2	0.5	-2
CC(C)C[C@H](NC(=O)c1nc[nH]c1C(=O)NCc1ccccc1)C(=O)OC(C)(C)C	-26	0.7	0	0.7	-3	3	7.6	-0.1	0.0	-2
CCOC(=O)c1c(C)[nH]c(C(=O)COC(=O)c2ccc(N3CCCC3=O)cc2)c1C	29	1.1	-5	1	-1	-6	1.7	0.2	1.2	-9

Other structures.
SMILES	S1P3 antag	PMI activator	Efa HMGR inh	PMI act satM6P	TNAP inh hiacc	Lmaj promast	RAM network inh	Hsp70 activator	DTT redox prof	TNAP inh noacc
CCOC(=O)c1ccc(Nc2nc(C)cc(=O)[nH]2)cc1	.	0.9	-1	1	1	6	1.7	-0.3	0.2	-7
COc1cc2c(cc1C1NC(=S)NC(C)=C1C(=O)N(C)C)CCCC2 (centres undefined)	-15	1.1	4	1.1	-4	32	0.5	-0.3	-0.1	-3
COc1ccc(S(=O)(=O)N=Nc2c(O)[nH]c3ccccc23)cc1	4	1.9	2	2.5*	2	-8	1.1	4.2	0.5	0
Cc1nc2scc(-c3ccc(Cl)cc3)c2c(=O)o1	.	1	-3	1	-5	-3	0.8	-0.2	0.0	-16
Cc1nc(-c2ccc(NC(=O)C3CCCCC3)cc2)cs1	.	0.9	-6	1	0	-1	4.7	0.1	0.0	-7
COc1cccc(C(=O)Oc2cc(N)n(S(=O)(=O)c3ccc(C)cc3)n2)c1OC	-27	1	0	1	0	-5	9.1*	-0.2	2.6	-3
CC(C(=O)NCC1CCCO1)c1ccc([N+](=O)[O-])cc1 (centres undefined)	-3	1	-3	1.1	-2	4	3.8	-0.2	-0.2	-10
CCOC(=O)c1c(-c2ccc(OC)cc2)csc1NC(=O)CCN1C(=O)c2ccccc2C1=O	.	0.6	-8	0.8	0	-1	3.1	-0.4	-4.5	-4
COc1ccccc1-n1cc(CN2CCN(C3CCCC3)C(CCO)C2)cn1 (centres undefined)	-23	1	3	1	-6	-5	-1.0	-0.2	-0.8	-10
COc1ccccc1N1CCN(C(=O)CN(CCc2ccccc2)S(C)(=O)=O)CC1	.	0.8	-1	0.9	-4	-2	1.6	-0.1	-3.8	-12
COC(=O)c1c(NC(=O)c2ccc(Br)o2)sc(C)c1C	11	0.9	-5	0.9	-5	-2	6.0	0.3	-0.1	-7
N#CC1=C2SCN(Cc3ccccc3)CN2C(=O)CC1c1ccccc1F (centres undefined)	-43	0.7	3	0.5	-6	0	2.1	-0.1	-1.3	-15
O=C(NCc1ccc(Cl)cc1)C(=O)NCC(c1ccco1)N1CCOCC1 (centres undefined)	-6	1.1	0	1	2	-9	1.0	-0.3	0.5	8
CN(C)CCN1C(=O)C(=O)/C(=C(/O)c2ccc(OCc3ccccc3)cc2)C1c1ccncc1 (centres undefined)	-71	1	3	1	3	-4	2.5	-0.2	0.0	-6
C=CCn1c(SCC(=O)O)nnc1-c1ccc(C(C)(C)C)cc1	-50	1	2	1	-7	-5	-0.4	0.8	-0.3	13
CCC(Sc1nc2ccccc2s1)C(=O)Nc1cc(C)on1 (centres undefined)	.	1.1	-3	1	0	67*	-0.6	-0.5	0.1	0
COC(=O)C(CC(C)C)NC(=O)/C=C/c1ccc(Cl)cc1 (centres undefined)	-11	1	-4	1	-4	6	-0.7	0.0	-1.3	3
COC(=O)c1nn(-c2ccccc2)c(Cl)c1/C=N/O	-7	1	4	0.7	-6	-5	1.0	-0.1	0.2	-9
O=C(O)CCN1C(=O)c2ccc(NC(=O)CSc3ccccc3)cc2C1=O	-4	0.9	-2	0.8	1	-4	1.9	-0.2	0.3	-1
O=C(NCCCN1CCOCC1)/C(=C/c1cccnc1)NC(=O)c1ccccc1	-26	0.9	0	0.9	-2	1	1.9	-0.1	-0.6	-10
C#CCN(C(=O)Nc1ccccc1)c1ccccc1	-1	1.2	-2	1.2	-5	3	-0.4	0.1	0.0	1
O=C(Nc1cccc(O)c1)c1ccccc1[N+](=O)[O-]	4	0.9	-1	1	-9	-1	0.9	-0.2	0.8	-11
COc1ccc(NC(=O)c2n[nH]c(=O)c3ccccc23)cc1S(=O)(=O)N1CCCCC1	20	0.9	0	1	2	7	5.0	-0.3	-0.1	-3
O=C(c1ccc(Cl)c(S(=O)(=O)N2CCOCC2)c1)N(c1ccccn1)C1CCCCC1	0	1.1	-8	1.1	-5	2	1.1	-0.3	-0.9	-9
CCOc1ccc(NC(=O)Nc2ccccc2C(N)=O)cc1	6	1	2	1	1	-4	2.6	0.1	4.2	1
O=C(Cc1ccccc1)O/N=C1\CCCc2ccccc21	-14	1.1	-8	1	-3	-13	0.4	0.2	-0.4	-10
CCn1c(CSc2nnc(-c3ccc4c(c3)OCO4)o2)nc2cc(S(=O)(=O)N(C)C)ccc21	1	0.9	1	1	-2	9	2.3	0.0	-2.2	-8
CC(C)(C)N/N=C/c1c(O)n(-c2ccc(Cl)cn2)c(=O)c2ccccc12	9	1.9	-1	2.5*	0	-8	8.5*	-0.1	-0.2	5
O=C(OCC(=O)N1CCCc2ccccc21)c1ccc(Br)o1	0	1	-4	1	0	-10	0.5	-0.1	0.0	-9
C=CCNC(=O)NC(=O)COC(=O)/C(C#N)=C/c1ccc(OC)cc1	-12	1	-4	1	-4	-1	3.2	-0.1	-0.1	-12
COc1ccccc1/C=N/OC(=O)c1ccc(C)cc1	-5	0.8	6	1	-6	-4	-0.5	0.0	-0.8	-10
COC(=O)c1ccccc1NC(=O)C1CCC(=O)N1S(=O)(=O)c1ccc(C)cc1 (centres undefined)	.	1	-5	1	5	-3	1.6	-0.2	-3.3	0
O=C(COc1ccc(Cl)cc1Cl)N(c1ccccn1)C1CCCCC1	3	0.9	-3	1	-3	24	-0.6	-0.3	-0.6	-15
